RGS4 pot = potentiators or activators of RGS4 | AID 463111 | HEK293 M3R/inducible RGS4, carbachol calcium flux Fluo4; stronger effect = lower value | B-score at 10 µM | 310,000 tested, 0.92% active;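 active = B-score of the integrated calcium signal more than 4 SD below the library mean, with starting fluorescence not abnormally high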;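 note: negative B-score means reduced calcium response which marks RGS4 activation or potentiation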
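Assay system: HEK293 FlpIn-TREx cells, stable M3R, doxycycline-inducible RGS4 / Probe or stimulus: carbachol, ECmax concentration / Times: overnight RGS4 induction, 30 min dye load 37 °C, 20 min compound RT / Signal: kinetic calcium fluorescence imaging with Fluo4-AM dye, 2 µM / Measure: Agonist-evoked peak-minus-minimum fluorescence over baseline, integrated ratio, B score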
hERG rescue = compounds protecting human hERG from proarrhythmic drug block. CHO-hERG, FluxOR thallium flux, dofetilide IC70 present. Q12809. activation (rescue from dofetilide block), less the hit threshold, % at 10 µM. 310,000 tested, 0.51% active;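 active = activation above the mean of controls blocked by dofetilide plus 5 SD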;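 note: thallium influx through hERG after potassium depolarization seen as dye fluorescence rise; in these data hits start at about 4.7%; inactives centre near -7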
RGS4 inh = inhibitors of human RGS4; P49798; B-score at 10 µM; 310,000 tested, 0.45% active; AID 463165; HEK293 M3R/RGS4 inducible, Fluo-4 calcium flux; stronger effect = higher value; triggered by carbachol at its EC20;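 active = B-score, a plate-corrected calcium signal, over three deviations above library mean, with baseline fluorescence within five deviations of library mean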;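 note: RGS4 expression induced by doxycycline in cells with stable M3 receptor; B-score is computed from the integrated fluorescence ratio over baseline after carbachol; higher B-score means a larger calcium signal and so more RGS4 inhibition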
KCNK3 block = human KCNK3 channel inhibition, primary screen | AID 602410 | CHO-KCNK3 thallium flux, FluxOR fluorescence; stronger effect = lower value | 340,000 tested, 0.84% active | B-score at 10 µM | O14649;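 active = B-score under library mean minus 4 SD, starting fluorescence ratio at most library mean plus 5 SD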;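 note: more negative B-score means stronger inhibition of thallium flux through KCNK3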
KCNQ1 inh = human KCNQ1 channel inhibition. P51787. 310,000 tested, 1.3% active. CHO-K1 KCNQ1, FluxOR thallium flux fluorescence; stronger effect = higher value. B-score at 10 µM. AID 2642;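 active = compounds whose thallium flux B-score, printed positive for inhibition, exceeds three library SD while starting fluorescence stays within three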;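 note: channel opened by potassium depolarization with thallium stimulus after 20 min compound exposure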
KCNQ1 pot = human KCNQ1 channel potentiation or activation; P51787; CHO-K1 KCNQ1, thallium flux FluxOR fluorescence; stronger effect = higher value; B-score at 10 µM; 310,000 tested, 0.35% active; AID 2648;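 active = fluorescence ratio B-score, a plate-corrected score, at least three library SD, with initial intensity B-score within 5 SD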
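Assay system: CHO-K1 cells stably expressing KCNQ1. Medium: assay buffer for compound exposure, DMSO matched across wells. Timing: 37 °C overnight plating, 90-min dark dye load, 20-min compound pretreatment. Signal: kinetic FluxOR fluorescence, 10 s baseline plus 110 s post-stimulus.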
ANO1 block = mouse TMEM16A channel inhibition, primary screen; Q8BHY3; HEK293 TMEM16A/YFP iodide influx fluorescence, ionomycin; normalized B-score (activity score, 25-100; higher = stronger inhibition) at 10 µM; 310,000 tested, 1.2% active; AID 588511;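 active = ratio plate-corrected score three or more library SD toward inhibition, starting fluorescence score within five deviations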;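 note: score derived from kinetic fluorescence span divided by baseline fluorescence per well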
Target sequence (Q8BHY3 whole entry, looked up): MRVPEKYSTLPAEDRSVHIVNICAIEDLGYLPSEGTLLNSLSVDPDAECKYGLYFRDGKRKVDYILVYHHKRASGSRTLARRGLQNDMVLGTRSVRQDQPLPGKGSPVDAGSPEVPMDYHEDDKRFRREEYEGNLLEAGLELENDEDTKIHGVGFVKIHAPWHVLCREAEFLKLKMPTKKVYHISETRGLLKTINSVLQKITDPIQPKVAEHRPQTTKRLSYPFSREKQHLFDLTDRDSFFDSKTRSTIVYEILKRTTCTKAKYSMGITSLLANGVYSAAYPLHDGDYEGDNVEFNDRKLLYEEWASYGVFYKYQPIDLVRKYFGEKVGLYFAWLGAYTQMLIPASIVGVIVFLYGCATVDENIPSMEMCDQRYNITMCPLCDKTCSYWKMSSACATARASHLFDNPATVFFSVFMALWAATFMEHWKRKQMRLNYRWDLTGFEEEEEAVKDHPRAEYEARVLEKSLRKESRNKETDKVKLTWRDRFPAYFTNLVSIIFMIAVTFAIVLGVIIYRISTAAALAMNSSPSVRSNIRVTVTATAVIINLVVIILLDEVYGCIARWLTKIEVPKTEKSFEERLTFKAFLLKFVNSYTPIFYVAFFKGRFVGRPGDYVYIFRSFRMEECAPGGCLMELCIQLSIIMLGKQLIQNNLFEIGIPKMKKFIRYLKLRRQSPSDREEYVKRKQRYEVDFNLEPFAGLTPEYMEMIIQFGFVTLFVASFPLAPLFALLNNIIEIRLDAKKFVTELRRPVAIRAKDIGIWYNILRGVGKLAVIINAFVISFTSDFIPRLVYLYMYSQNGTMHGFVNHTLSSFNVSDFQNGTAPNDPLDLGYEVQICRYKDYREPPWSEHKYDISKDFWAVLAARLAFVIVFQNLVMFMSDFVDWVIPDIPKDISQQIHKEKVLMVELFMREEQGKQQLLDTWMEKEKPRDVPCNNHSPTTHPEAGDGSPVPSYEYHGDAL
TMEM16A act = activates or potentiates the mouse TMEM16A chloride channel; Q8BHY3; HEK293 TMEM16A/YFP-H148Q/I152L, iodide quench fluorescence; stronger effect = lower value; B-score at 10 µM; 340,000 tested, 0.3% active; AID 623877;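 active = fluorescence-ratio B-score plate-corrected deviation score at least 3 library SD below zero, with starting fluorescence score within 5 deviations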;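 note: channel opened by trigger with iodide after compound preincubation; score built on the fluorescence ratio of max minus min over baseline; more negative score means more quench and so TMEM16A activation or potentiation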
SKKanGAS inh = blocks kanamycin growth of S. pyogenes SKKanGAS strain; BacTiter-Glo, 6 h; inhibition, % at 7.5 µM; 300,000 tested, 1.3% active;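 active = mean replicate score, as percent of positive control median, at least 50; inconclusive = mean below 50 but one replicate at or above 50; inactive = mean and every replicate below 50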;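 note: strain carries kanamycin resistance gene driven by streptokinase promoter and grows in 40 µg/ml kanamycin; loss of luminescence reflects streptokinase promoter inhibition or plain growth inhibition; 0% = median of DMSO wells and 100% = positive control at its reference dose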
HDAC3 inh = inhibitors of human histone deacetylase 3. recombinant HDAC3, fluorogenic peptide/trypsin coupled, fluorescence. O15379. inhibition, % at 8.3 µM. 320,000 tested, 0.15% active; in the data active = inhibition above about 26%, passing the limit was not always enough; inconclusive = no clear call, values can overlap the other calls
KCNK9 inh = inhibitors of human KCNK9 two-pore domain potassium channel | 310,000 tested, 1.2% active | AID 488922 | HEK293 KCNK9, FluxOR thallium flux fluorescence; stronger effect = lower value | B-score at 10 µM;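 active = ratio B-score over 3 SD below the library mean, with starting fluorescence within 5 SD of its mean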;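 note: negative B-score means less thallium flux so channel inhibition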
Active calls of the source: *; i = inactive; ? = inconclusive; / = not tested or not shown.

SMILES	RGS4 pot	hERG rescue	RGS4 inh	KCNK3 block	KCNQ1 inh	KCNQ1 pot	ANO1 block	TMEM16A act	SKKanGAS inh	HDAC3 inh	KCNK9 inh
CN(CC1CCOCC1)C(=O)CC1C(=O)NCCN1Cc1cccc(Oc2ccccc2)c1 (stereo not given)	i	-5	i	i	i	i	i	i	4	1	i
COc1cccc(CNC(=O)CCc2nnc(C3CCCCC3)o2)c1	i	-11	i	i	i	i	i	i	-1	0	i
CC1=C(C(N)=O)C(c2ccc(Cl)cc2)n2nc(CCCO)nc2N1 (stereo not given)	i	-1	i	i	i	i	i	i	-1	5	i
COc1ccc(CCNC(=O)CSc2ccc3nnc(CCNC(=O)c4ccc(C)cc4)n3n2)cc1OC	i	-11	i	i	i	i	i	i	1	1	i
CC(Cc1ccccc1)NC(=O)C1(c2ccccc2)CCOCC1 (stereo not given)	i	-13	i	i	i	i	i	i	-7	3	i
O=C1CCC(c2ccc(-n3ccnc3)cc2)=NN1	i	-6	i	i	i	33*	i	i	-5	0	i
O=C1CCC(c2ccccc2)=NN1	i	-12	i	i	i	i	i	i	-3	4	i
COc1ccc(C2C(CC(=O)O)=C(O)C(=O)N2c2ccccc2)cc1 (stereo not given)	i	-10	i	i	i	i	i	i	-2	0	i
CCOc1ccc(-c2cc(CCCC(=O)NCc3ccco3)no2)cc1	i	-10	i	i	i	i	i	i	-8	3	i
CC(C)CC(=O)CC1(O)C(=O)Nc2ccccc21 (stereo not given)	i	-1	i	i	i	i	i	i	-2	1	i
Cc1cccn2c(CNCCCOc3cccnc3)c(C(=O)N3CCOCC3)nc12	i	-2	i	i	i	i	i	i	-5	0	i
O=C(COC(=O)Cc1ccccc1F)Nc1ccc2c(c1)OCO2	i	-8	i	i	i	i	i	i	11	-8	i
O=C(c1ccc(Cl)cc1)N1CCN(c2cccc3[nH]ccc23)CC1	i	-9	i	i	i	i	i	i	4	2	i
Cc1ccccc1-c1nnc(SCC(=O)N(C)c2c(N)n(Cc3ccccc3)c(=O)[nH]c2=O)n1C	i	-16	i	i	i	i	i	i	-4	3	i
COc1cc(NC(=O)c2cccs2)c(C(=O)OCC(=O)c2cc(C)n(-c3ccccc3)c2C)cc1OC	i	-13	i	i	i	i	i	i	3	0	i
O=C(Cc1csc(NC(=O)c2ccccc2)n1)NO	i	-11	i	i	i	i	i	i	-5	?	i
NC(=O)CSc1nnc(C2CC2)n1Cc1ccccc1	i	-7	i	i	i	i	i	i	1	12	i
Cc1cc(C)n2c(SCc3ccc(C#N)cc3)nnc2n1	i	-7	i	i	i	i	i	i	-2	-1	i
CCc1ccc(/C=N/NC(=O)c2cc(C3CC3)nc3ccccc23)s1	i	-4	i	i	i	i	i	i	4	10	i
CCCCN(CC)C(=S)Nc1ccc2nc3n(c(=O)c2c1)CCCCC3	i	-5	i	i	i	i	i	i	2	3	i
O=C(c1cc(Cl)nc2ccccc12)N1CCN(S(=O)(=O)c2ccccc2[N+](=O)[O-])CC1	i	-7	i	i	i	i	i	i	-13	5	i
Cc1ccccc1OCC(=O)Nc1ccc2c(c1)C(=O)c1ccccc1C2=O	i	-23	i	i	i	i	i	i	6	-6	i
COC(=O)CSC(=S)N1C(C)CCCC1C (stereo not given)	i	-12	i	i	i	i	i	i	-2	2	i
COc1cccc(/C=C2\SC(=S)N(CCCC(=O)Nc3ccc(C(=O)O)cc3)C2=O)c1	i	-9	i	i	i	i	i	i	10	-2	i
O=C1CCCN1c1ccc(S(=O)(=O)NCc2ccc(F)cc2)cc1	i	-3	i	i	i	i	i	i	0	-1	i
Cc1ccc(N2CCN(S(=O)(=O)N(C)C)CC2)cc1C	i	-4	i	i	i	i	i	i	-10	-2	i
CCOc1ccc(-c2c(=O)n(OCc3ccc([N+](=O)[O-])cc3)c3ccccc3[n+]2[O-])cc1	i	0	i	/	i	i	i	/	23	18	i
Cc1cc(C)cc(OCC(=O)N2CCCCCC2)c1	i	-6	i	i	i	i	i	i	0	-4	i
Cc1ccc(C(=O)N2CCN(c3cc4c(cc3[N+](=O)[O-])n(C)c(=O)n4C)CC2)cc1	i	-5	i	i	i	i	i	i	-3	10	i
Cn1c(OCc2cccnc2)nc2c1c(=O)n(Cc1ccc(F)cc1)c(=O)n2C	i	-20	i	i	i	i	i	i	7	4	i
CCC(C)NC(=O)C1CCC(CNS(=O)(=O)c2ccccc2)CC1 (stereo not given)	i	-7	i	i	i	i	i	i	-1	-1	i
Cc1ccc(-c2nnc(Cc3ccc(Cl)cc3)o2)cc1	i	-15	i	i	i	i	i	i	12	1	i
COc1ccc(C(c2nnnn2C2CCCC2)N2CCC(C)CC2)cc1 (stereo not given)	i	-6	i	i	i	i	i	i	-1	2	i
O=C(O)CCC(=O)N1CCN(S(=O)(=O)c2ccc3ccccc3c2)CC1	i	-1	i	i	i	i	i	i	0	1	i
COc1ccccc1C(=O)NC(CCSC)C(=O)N1CCC(Cc2ccccc2)CC1 (stereo not given)	i	-18	i	i	i	i	i	i	0	6	i
CCCCn1c(N)c(N(CC(C)C)C(=O)c2cc(S(=O)(=O)N3CCCCC3)ccc2C)c(=O)[nH]c1=O	i	-11	i	i	i	i	i	i	-5	1	i
CC(=O)c1cnc2c(-c3cccc(Br)c3)cnn2c1C	i	-14	i	i	i	i	i	i	-17	2	i
Cc1nc(N)ncc1C(=O)Nc1ccccc1	i	-9	i	i	i	i	i	i	1	-4	i
CC1CCC2(CC1)NC(=O)N(CC(=O)Nc1ccc3c(c1)OCCO3)C2=O (stereo not given)	i	-6	i	i	i	i	i	i	-3	2	i
O=C(CNC(=S)N(CCCN1CCOCC1)Cc1cccs1)NC1CCCCCCC1	i	-9	i	i	i	i	i	i	-11	-2	i
COc1ccc(C(=O)N2CCCC(c3nc(-c4ccc(C)o4)no3)C2)cc1OC (stereo not given)	i	-5	i	i	i	i	i	i	-4	3	i
CCOC(=O)C1=C(C)N=c2s/c(=C\c3ccc(OCC(=O)O)c(OC)c3)c(=O)n2C1c1ccc(OC)cc1 (stereo not given)	i	-1	i	i	i	i	i	i	24	10	i
COCCN(C(=O)CCc1ccc(OC)cc1)c1nnc(-c2ccncc2)s1	i	-15	i	i	i	i	i	i	-5	1	i
CCc1ccc(NC(=S)Nc2ccc3cn[nH]c3c2)cc1	i	-7	i	i	i	i	i	i	0	-1	i
O=C(Nc1ccccc1)c1cc(S(=O)(=O)N2CCOCC2)cs1	i	-11	i	i	i	i	i	i	2	-5	i
Cc1nc2ccccc2c(=O)n1NC(=O)c1ccc([N+](=O)[O-])cc1	i	-11	i	i	i	i	i	i	-9	4	i
CCNC(=O)N(CCOC)CC1CCCN(C2Cc3ccccc3C2)C1 (stereo not given)	i	-2	i	i	i	i	i	i	-5	0	i
Cc1ccc(NC(=O)/C(Cl)=C/c2ccccc2)cc1C	i	-1	i	i	i	i	i	i	-25	10	i
COc1cc(CN2CCCC(C(=O)c3ccc(C(C)(C)C)cc3)C2)cc(OC)c1O (stereo not given)	i	-2	i	i	i	i	i	i	-19	4	i
CC(=O)c1ccc(N2CCN(C(=S)Nc3cc(C)ccc3C)CC2)cc1	i	-10	i	i	i	i	i	i	-1	-3	i
CC1CC(C)CN(S(=O)(=O)c2ccc(Oc3ccc([N+](=O)[O-])cc3)cc2)C1 (stereo not given)	i	-9	i	i	i	i	i	i	-4	0	i
CC(=O)c1ccc(Nc2cnn(C34CC5CC(CC(CC(=O)O)(C5)C3)C4)c(=O)c2Cl)cc1	i	-1	i	i	i	i	i	i	-14	1	i
CCC(C)[C@H](NC(=O)NCc1ccc(OC)c(OC)c1)C(=O)O (stereo not given in full)	i	-7	i	i	i	i	i	i	2	2	i
CN(C)/C=C/C(=O)c1ccc(S(=O)(=O)c2ccccc2)cc1	i	-6	i	i	i	i	i	i	1	1	i
CCOC(=O)CNC(=O)Cc1ccc(OC)cc1	i	-2	i	i	i	i	i	i	-3	2	i
COc1ccc(-c2ccc(=O)[nH]n2)cc1	i	-6	i	i	i	i	i	i	1	2	i
CCOc1ccccc1C(=O)Nc1ccccc1O	i	-20	i	i	i	i	i	i	-4	4	-6.7*
CCCc1ncc(CN2CCCC(C(=O)Nc3ccc(-c4cccc(OC)c4)cc3)C2)cn1 (stereo not given)	i	-15	i	i	i	i	i	i	4	-3	i
CCN1C(=O)CC(NCc2ccc3c(c2)OCO3)C1=O (stereo not given)	i	-8	i	i	i	i	i	i	0	-2	i
CCCCC(=O)OCC(=O)Nc1ccc(C)c(F)c1	i	-6	i	i	i	i	i	i	7	-2	i

Overlap with the part before: two compounds, followed by the next part.
SMILES	RGS4 pot	hERG rescue	RGS4 inh	KCNK3 block	KCNQ1 inh	KCNQ1 pot	ANO1 block	TMEM16A act	SKKanGAS inh	HDAC3 inh	KCNK9 inh
CCN1C(=O)CC(NCc2ccc3c(c2)OCO3)C1=O (stereo not given)	i	-8	i	i	i	i	i	i	0	-2	i
CCCCC(=O)OCC(=O)Nc1ccc(C)c(F)c1	i	-6	i	i	i	i	i	i	7	-2	i
Cc1cc(C)nc(N2CCC(CNC(=O)CCc3ccccc3)CC2)n1	i	-4	i	i	i	i	i	-7.7*	-1	-6	i
C[N+]1(CCOS(=O)C23CC4CC(CC(C4)C2)C3)CCOCC1 (stereo not given)	i	-2	i	i	i	i	i	i	-1	4	i
CCC(C(=O)NC1CCCCC1)N(C(=O)c1snc(C(N)=O)c1N)c1ccc(OC)cc1OC (stereo not given)	i	-12	i	i	i	i	i	i	2	-2	i
O=C(CSc1cn(CCNC(=O)c2cccs2)c2ccccc12)NC1CCCC1	i	-7	i	i	i	i	i	i	4	0	i
CC(=O)c1cccc(NC(=O)C(Sc2ncnc3ccccc23)c2ccccc2)c1 (stereo not given)	i	-13	i	i	i	i	i	i	12	/	i
Cc1cccc(N(CC(O)CON=C2c3ccccc3-c3ccccc32)S(C)(=O)=O)c1 (stereo not given)	i	-5	i	i	i	i	i	i	4	13	i
COc1ccc(C(C(=O)NCC2CCCO2)N(C(=O)Cn2nnc3ccccc32)c2ccc(NC(C)=O)cc2)c(OC)c1 (stereo not given)	i	-8	i	i	i	i	i	i	0	14	i

Screens from PubChem BioAssay.
